From PubChem
TAG inh: reduces triacylglycerol accumulation in H9c2 cells; Nile Red lipid (TAG) fluorescence; cells loaded with 200 µM oleic acid; inhibition, % at 12.5 µM; actives 0.66% (n = 230,000); AID 651582;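 active = pattern-corrected inhibition of lipid staining of at least 50% with the nuclear-stain viability signal not falling by more than 50%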;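 note: 0% = DMSO wells and 100% = triacsin C control wells; some results filed as inactive read as strong as hits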
TAG inh DAPI viability: second read-out of TAG inh, no call of its own (marks repeat the call); DAPI nuclei signal change (viability), lower = more cytotoxic, %;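 whole-well DAPI fluorescence read on a plate reader as a viability signal; minus 50 percent equals half of cells still viable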
The depositor's hits bear a star. Not all compounds are listed; the hit share may differ from the screen's.

Molecule	TAG inh	TAG inh DAPI viability
Cc1c(/C=N/NC(=O)c2cc(C(C)(C)C)[nH]n2)c2ccccc2n1C	23	-6
O=C(O)/C=C/C(=O)Nc1nc(-c2ccc3ccccc3c2)cs1	-12	-1
Cc1cc(-c2csc(N)n2)c(C)n1CCC(C)C	15	-5
Cc1cccc(Nc2nc(C)cc(C)n2)c1	-5	2
CCN(CC)S(=O)(=O)c1ccc(OC)c(-n2cnnn2)c1	-15	9
COc1ccc(-c2cc(C(F)F)nc(-n3nc(C)cc3C)n2)cc1	-23	20
CC(C)NC(=O)Nc1ccc2c(c1)C(=O)N([C@H](C)CO)C[C@H](C)[C@@H](CN(C)S(=O)(=O)c1cccs1)O2	-5	-9
Cc1ccc(C(=O)O/N=C/c2c(Cl)n(C)c3ccccc23)cc1	10	-6
CCCCN1C(=O)C(=Nc2cccc3cnccc23)c2ccccc21	36	3
CC(C)CNCC1OCc2ccccc2CO1	11	-3
O=C(Nc1ccn(CCCN2CCN(Cc3cccc4ccccc34)CC2)c(=O)n1)OCc1ccccc1	-7	26
CN(CC1COc2ccccc2O1)C(=S)NC1CCCCC1 (stereo not given)	-18	14
CC(C)C[C@H](NC(=O)CCCn1nnc2ccccc2c1=O)C(=O)O	5	6
CC(=O)Nc1cnc(-c2cccc(C(=O)N3CCOCC3)c2)cn1	4	-6
Cc1cccc(-c2nc(CN3CCCC(C(=O)NC4CCCCCC4)C3)c(C)o2)c1 (stereo not given)	11	2
O=C1[C@H](Cc2ccccc2)NCC=CC[C@@H](c2ccc(Cl)cc2)N1Cc1ccccc1	0	1
COc1ccc(NC(=S)NCc2cccs2)cc1	-9	4
Cc1cc(C(=O)N2CCCC2)n[nH]1	6	-9
OCCNc1nc(-c2ccccc2)c2cc(Br)ccc2n1	-8	7
NC(=S)N=Nc1ccc(O)cc1	-8	8
Cc1cccc(C(=O)Nc2cccc(C(=O)Nc3cc(C)ccn3)c2)c1	5	2
CCCOc1ccc(C(F)(F)F)cc1NC(=O)c1cc(C)on1	-1	-5
COC(=O)c1ccc(CNC(=O)c2ccc(NS(=O)(=O)c3ccc4[nH]c(=O)[nH]c4c3)cc2)cc1	11	9
Cc1ccc(CC(NC(=O)c2ccccc2)C(=O)NC(Cc2ccccc2)C(=O)O)cc1 (stereo not given)	-19	13
COc1ccc([C@H]2CC(=O)C=C(c3ccc(C)c4ccccc34)C2)cc1	2	-1
OC[C@@H]1CN(Cc2ccc3c(c2)OCO3)C[C@H](n2cnc3c(N4CCOCC4)ncnc32)O1	5	-11
CN(C)S(=O)(=O)c1ccc(Cl)c(NC(=O)CN2CCCCCC2)c1	-29	-8
CCc1ccc([C@H]2C(C(=O)O)=C[C@@H](CC)N2S(=O)(=O)c2ccc(C)cc2)cc1	-4	7
O=C(CSc1cn(CCNC(=O)c2ccccc2)c2ccccc12)NCC1CCCO1 (stereo not given)	6	-4
Cc1cc(SCC(=O)OCC(=O)N(C)c2ccccc2)nc2ccccc12	23	2
CC(=O)Nc1sc2c(c1C(c1ccc(Cl)cc1)N1CCOCC1)CCCC2 (stereo not given)	-2	1
COCCN1Cc2cccc(C(=O)NC(C)CCc3ccco3)c2C1=O (stereo not given)	-4	2
CC(=O)NC1CCC(=O)C=C1c1ccccc1 (stereo not given)	6	-7
Cn1c(SCC(=O)c2ccccc2)nnc1-c1cnccn1	-20	5
O=C(O)c1ccccc1-c1ccccc1C(=O)NCCc1ccccc1	28	-27
COc1ccc(C[C@@H]2CN3C(=NC[C@@H]3Cc3ccc(O)cc3)N2C[C@H](C)NC(=O)CCC2CCCCC2)cc1	45	-12
CC/C(=C(\c1ccc(O)cc1)c1ccc(OCCN(C)C)cc1)c1ccccc1	-3	8
CC(C)C(=O)Nc1ncc(Cc2ccc(Cl)cc2)s1	15	-8
CNC(=O)c1ccc(NC(=O)c2cccc(C(F)(F)F)c2)cc1	-1	-5
Cc1cc(C(=O)NCCN2CCOCC2)c2ccccc2n1	-1	-5
Cc1ccc(C)c(NC(=O)C2C3C=CC(O3)C2C(=O)O)c1 (stereo not given)	-1	9
COc1ccc(/C=C/c2nnc(NC(=O)COc3ccccc3)s2)cc1	-6	20
Cc1ccc(/C=N/NC(=O)Cn2cnc3ccccc32)cc1	-1	0
C=CC[C@H](CC(=O)NCCO)C(=O)N[C@H](COC(=O)[C@@H](CC=C)CC(=O)OC(C)(C)C)Cc1c[nH]c2ccccc12	0	-11
Cc1cc(C(=O)N(C)Cc2ccc(Br)cc2)no1	7	-15

Complete entries as entered above. Values in the order: TAG inh, TAG inh DAPI viability
Cc1cccc(-c2nc(CN3CCCC(C(=O)NC4CCCCCC4)C3)c(C)o2)c1 (stereo not given) is listed with 11, 2
Cc1ccc(/C=N/NC(=O)Cn2cnc3ccccc32)cc1 is listed with -1, 0
Cc1c(/C=N/NC(=O)c2cc(C(C)(C)C)[nH]n2)c2ccccc2n1C is listed with 23, -6
C=CC[C@H](CC(=O)NCCO)C(=O)N[C@H](COC(=O)[C@@H](CC=C)CC(=O)OC(C)(C)C)Cc1c[nH]c2ccccc12 is listed with 0, -11

Following part.
Molecule	TAG inh	TAG inh DAPI viability
NC1(C(=O)O)CC1	2	-11
NNC(=O)c1cnn(-c2ccccc2)c1-n1cccc1	6	-2
COC(=O)c1sccc1NC(=O)CSc1ccccc1NS(=O)(=O)c1ccccc1Cl	1	-4
O=C(COc1cccc(NC(=O)c2ccco2)c1)c1ccc(F)cc1	-1	-3
O=C(NNC(=S)NC(=O)c1ccc(F)cc1)c1ccncc1	3	-1
C=CCn1c(SCC(=O)c2ccc(CNC(C)=O)o2)nc2ccccc2c1=O	-4	2
Cc1onc(-c2ccc(Cl)cc2)c1-c1ccnc(SCC(=O)Nc2cc(Cl)cc(Cl)c2)n1	29	-7
Cc1ccc(C)n1NC(=O)c1ccc(Cl)cc1	-8	10
CSc1cc(C)[nH]c(=O)n1	1	-1
COc1cc(C)ccc1OCC(=O)OCC(=O)c1[nH]c(C)c(C(C)=O)c1C	-30	6
CC(C)n1cc([C@@H]2C[C@H]3CN(Cc4cccc(Cl)c4)C(=O)[C@]34CCCN24)cn1	3	1
Cc1nc(SCc2nc3ccccc3[nH]2)c2oc3ccccc3c2n1	6	-1
CCCCNC(=O)c1onc(CSc2ccc(C(C)C)cc2)c1C(=O)O	10	2
O=C(NC1CC1)c1ccccc1	3	-8
CNC(=S)NCc1ccc2[nH]c(C)cc2c1	7	7
CSc1ccccc1NC(=O)COc1ccc(Cl)cc1Cl	-11	1
CCCCn1c(N)c(N(CCOC)C(=O)c2ccc(-n3c(C)ccc3C)cc2)c(=O)[nH]c1=O	5	-8
COc1ccc(-c2nnc3ccc(SCC(=O)N4CCCCC4)nn23)cc1OC	1	-7
C=CCNC(=S)N1CCN(CCNC2=CC(=O)CC(C)(C)C2)CC1	7	-2
O=C(COC(=O)c1ccccc1Nc1ccccc1)NCc1ccco1	-79	4
CCC(Sc1nc2c(cnn2-c2ccccc2)c(=O)[nH]1)C(=O)OC (stereo not given)	-19	-12
CCOc1ccccc1CN1CCNC(=O)C1CC(=O)N(C)Cc1nonc1C (stereo not given)	-2	-3
NC(=O)C1CCN(C(=O)C2CC(=O)N(Cc3ccccc3)C2)CC1 (stereo not given)	17	-1
CCc1ccccc1NS(=O)(=O)c1ccc2[nH]cc(C(=O)NCc3ccco3)c(=O)c2c1	-52	16
O=C(CN1CCN(S(=O)(=O)c2ccc(Br)cc2)CC1)Nc1ccc2c(c1)OCO2	7	-4
Cc1noc(C)c1NC(=O)N(C)C[C@@H]1Oc2ccc(NS(=O)(=O)c3c(C)noc3C)cc2C(=O)N([C@H](C)CO)C[C@H]1C	-5	-8
CCC(C)Nc1nc(-c2cccc(OC)c2O)nc2ccccc12 (stereo not given)	57*	-26*
O=C(Nc1cccc(F)c1)c1ccc(S(=O)(=O)N2CCCCC2)cc1	-5	2
O=S(=O)(c1ccc2c(c1)OCCO2)N1CCN(c2cccc(Cl)c2)CC1	-8	4
COc1ccc(OCCOC(=O)CNC(=O)c2ccc(F)cc2)cc1	1	10
O=C(O)C1CC1c1ccc(Br)cc1 (stereo not given)	0	-9
COc1ccc(NS(=O)(=O)c2cc(NC(=O)C(CC(C)C)NC(N)=O)ccc2N2CCOCC2)cc1 (stereo not given)	11	-11
COc1ccc(NC(=O)CN(C)C(=O)c2ccc3c(c2)NC(=O)CS3)cc1	0	-5
Cc1ccnc(NC(=O)C(C)N2C(=O)c3ccccc3S2(=O)=O)c1 (stereo not given)	-1	-9
O=C(NCCc1ccccc1)c1ccc(Cl)c(S(=O)(=O)N2CCOCC2)c1	-13	13
Cc1ccc(C(=O)OCC(=O)NC2CCCc3ccccc32)o1 (stereo not given)	-4	-4
Cc1ccc(N(CCC#N)C(=O)COC(=O)c2cc(C)no2)cc1	6	-3
COc1ccc(-n2c(Cc3ccccc3)nnc2SCc2ccc([N+](=O)[O-])cc2)cc1	-6	-10
CCOC(=O)C1=C(C)N(CCCCCC(=O)O)C(=O)NC1c1ccc([N+](=O)[O-])cc1 (stereo not given)	-3	-1
O=C(Nc1ccc(Cl)cn1)c1ccc2nccnc2c1	12	7
COCCNC(=O)COc1ncnc2scc(-c3ccc(F)cc3)c12	-9	-7
Cc1noc(/C=C/N(C)C)c1S(=O)(=O)N1CCCC(C(=O)Nc2ccc3c(c2)OCO3)C1 (stereo not given)	40	-18
CCc1ccc(OCC(=O)Nc2ccc(S(=O)(=O)N3CCOCC3)cc2)cc1	-6	-11
O=C(O)C1C(c2ccccc2)C(C(=O)N2CCOCC2)C1c1ccccc1 (stereo not given)	-14	15
COC(=O)c1ccccc1NC(=O)CSc1nnc(-c2ccc(OC)cc2)n1C	-27	2
Cc1cc2c3c(c1)C(C)CC(C)(C)N3C(=O)C2=O (stereo not given)	11	0
O=C(CCN1C(=O)/C(=C/c2ccccc2Cl)SC1=S)NC1CCCC1	-6	6
COc1ccc(C(=O)C[n+]2ccc3ccccc3c2C)cc1	-1	11
COc1cccc(/C=C2\SC(=S)N(c3cccnc3)C2=O)c1OC	-12	4
CN(C)S(=O)(=O)c1cccc(NC(=O)NCCCl)c1	2	1
O=C(CC1SC(N2CCOCC2)=NC1=O)Nc1ccccc1F (stereo not given)	3	5
O=C(c1ccc2snnc2c1)N1CCCCC1	-5	-9
CCOC(=O)/C(=N\Nc1cccc(C(F)(F)F)c1)N1CCOCC1	-5	8
CC(=O)Nc1ccc(-c2nnn(CC(=O)Nc3ccc4c(c3)OCO4)n2)cc1Cl	14	7
CN1CCCC(OC(=O)c2cccc(Cl)c2)C1 (stereo not given)	15	-20
COc1ccc(Cl)cc1NC(=O)CN(C)C(=O)c1cc(=O)c2ccccc2o1	-49	-1
Cc1c(C(=O)NCc2ccccn2)oc2ccc(S(=O)(=O)N3CCC4(CC3)OCCO4)cc12	9	-14
CC(C)NC(=O)CSc1nc(Cc2ccccc2)nc2ccccc12	-10	5
O=C(COC(=O)c1n[nH]c2ccccc12)NCCc1ccccc1	27	-13
CCOC(=O)c1cc2n(n1)C(C(F)(F)F)CC(C)N2 (stereo not given)	11	2

Later entries.
Molecule	TAG inh	TAG inh DAPI viability
COc1ccccc1NS(=O)(=O)c1cc(NC(=O)c2ccc(NC(C)=O)cc2)ccc1N1CCOCC1	22	14
Cc1cccc(C(=O)NC(=S)NCc2ccccc2)c1	-5	-3
CCCC(=O)NC(=S)Nc1ccc(Cl)cn1	5	-7
CN(CC(=O)Nc1ccc(Cl)c(S(=O)(=O)N2CCOCC2)c1)C(=O)c1cccs1	-14	-1
COc1ccccc1NC(=S)NNC(=O)c1ccc(Cl)cc1Cl	-26	25
COc1ccc(S(=O)(=O)N2CCOCC2)cc1NS(=O)(=O)/C=C/c1ccccc1	9	-3
O=C(CSc1ccc2ccccc2c1)Nn1cnnc1	6	2
Cc1ccc(S(=O)(=O)NC(C)(C)CSc2nncn2N)cc1	-8	-10
Cc1ccc(C)c(NC(=O)CN(C)C(=O)c2cccc(N3C(=O)CCC3=O)c2)c1	6	4
O=C(Cc1ccc(S(=O)(=O)N2CCOCC2)s1)NCC(=O)Nc1ccccc1Br	9	-6
Cc1cc(C)cc(OCc2nnc(SCC(=O)N3CCN(c4ccccc4)CC3)o2)c1	-1	-2
COc1cc(C(C(=O)NCc2ccccc2)N(Cc2ccco2)C(=O)c2cnccn2)cc(OC)c1OC (stereo not given)	-19	-7
CCOC(=O)C[C@H]1c2cc(F)ccc2S(=O)(=O)N1C(C)(C)C	-10	10
CC(C)c1ccccc1N=C1SCCCN1C(=O)c1cccc(N2C(=O)CCC2=O)c1	9	-3
C=CCc1cccc(Cl)c1OCCON1C(=O)CCC1=O	-1	6
CCn1nnnc1NCc1ccc(N2CCCC2)cc1	4	-2
O=C(CC1C(=O)CCCC1=O)c1ccccc1	18	-5
CC(C)(C)C1=C[C@@H](CO)C[C@@H](CO)C1	-11	2
CN1CCN(c2nc3c(c(=O)n(C)c(=O)n3C)n2Cc2cccc3ccccc23)CC1	3	1
CNC(=O)[C@H]1O[C@@H](n2cnc3c(NCc4cccc(I)c4)nc(Cl)nc32)[C@H](O)[C@@H]1O	-7	5
COc1ccc(/C=N/NC(=O)c2ccncc2)cc1CN1CCOCC1	-3	5

An excerpt from above in order of number of heavy atoms, low to high.
Molecule	TAG inh	TAG inh DAPI viability
CC(C)(C)C1=C[C@@H](CO)C[C@@H](CO)C1	-11	2
CCn1nnnc1NCc1ccc(N2CCCC2)cc1	4	-2
COc1ccc(/C=N/NC(=O)c2ccncc2)cc1CN1CCOCC1	-3	5
